High-throughput results as filed in PubChem.
LDHA inh: qHTS assay for inhibitors of human lactate dehydrogenase. AID 1347041, 2019. L-lactate dehydrogenase A chain (Homo sapiens), P00338. actives 0.15% (n = 480,000). purified LDHA, NADH/diaphorase-resazurin fluorescence; stronger effect = lower value. activity change, % (values are at about 110 or 230 µM); in the data active = activity change below about -30%; inconclusive = mostly about -25% to -30%;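 also: plate controls were DMSO wells for no effect and wells without enzyme for full effect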
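Human LDH5 (2 nM) was incubated with 0.06 mM NADH and 0.2 mM pyruvate for 5 min at room temperature in Tris pH 7.4. Remaining NADH was coupled through diaphorase/resazurin, and resorufin fluorescence was read at 0 and 20 min.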
RGS4 inhibitor: Inhibitors of Regulator of G Protein Signaling (RGS) 4: qHTS; Potency, µM (highest dose often 114 µM), without a hit: at the top dose activity change, negative = inhibition, actives largely listed as inhibitors; actives 0.039% (n = 390,000); Transcreener GDP fluorescence polarization, RGS4-accelerated GTP hydrolysis; AID 504845, 2011; Regulator of G-protein signaling 4 (Homo sapiens), P49798; also: potency is read from the fitted curve at half-maximal effect; % is scaled to controls: 0 for no effect and ±100 for the full control effect; nearly all actives have a fitted effect of over 75% in size; some results filed as inactive show a strong effect at the top dose
Target sequence (P49798 whole entry, looked up): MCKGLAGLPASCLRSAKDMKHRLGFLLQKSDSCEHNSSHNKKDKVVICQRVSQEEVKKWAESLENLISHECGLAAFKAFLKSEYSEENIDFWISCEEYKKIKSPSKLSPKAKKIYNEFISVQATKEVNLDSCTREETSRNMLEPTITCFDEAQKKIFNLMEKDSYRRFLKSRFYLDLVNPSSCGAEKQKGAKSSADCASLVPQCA
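MLSMR compounds (23 nl, pin-transferred) preincubated 10 min at room temperature with a 500nM (2x) first reagent, then RGS4 at 900nM (2x) plus Transcreener GDP mix added; fluorescence polarization (620/688 nm) read before and after 90 min at 30 °C.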
Vif-APOBEC3G blk: qHTS for Inhibitors of Vif-A3G Interactions: qHTS. DNA dC->dU-editing enzyme APOBEC-3G (Homo sapiens), Q9HC16. HeLa A3G-eYFP + Vif (tagged APOBEC3G with the HIV-1 protein that degrades it), YFP fluorescence, overnight. Potency, µM (highest dose often 46.1 µM), without a hit: at the top dose activity, negative = active, hits mostly inhibitors. actives 0.076% (n = 410,000). AID 602310, 2012;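 also: potency is read from the fitted curve at half-maximal effect; % is scaled to controls: 0 for no effect and ±100 for the full control effect; nearly all actives have a fitted effect of over 60% in size; hits raise eYFP signal because A3G escapes Vif-driven loss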
Target sequence (Q9HC16 whole entry, looked up): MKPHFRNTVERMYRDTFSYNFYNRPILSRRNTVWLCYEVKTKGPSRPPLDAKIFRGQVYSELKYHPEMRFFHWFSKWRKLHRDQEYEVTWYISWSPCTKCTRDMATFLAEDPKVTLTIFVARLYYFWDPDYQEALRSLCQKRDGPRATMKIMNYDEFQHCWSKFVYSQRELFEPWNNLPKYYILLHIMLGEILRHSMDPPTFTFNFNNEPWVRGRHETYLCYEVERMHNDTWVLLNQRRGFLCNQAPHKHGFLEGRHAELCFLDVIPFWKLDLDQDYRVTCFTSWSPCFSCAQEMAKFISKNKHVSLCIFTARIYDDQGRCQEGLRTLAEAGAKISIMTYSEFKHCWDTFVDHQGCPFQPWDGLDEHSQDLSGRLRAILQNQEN
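HeLa cells stably expressing Vif and C-terminally eYFP-tagged A3G, seeded overnight at 37 deg C, then exposed to compound by pintool overnight at 37 deg C. Rise in yellow fluorescence (Ex 488/Em 500-530, Acumen) marks blocked Vif-driven A3G degradation.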
IDH1 R132H inh: qHTS for Inhibitors of mutant isocitrate dehydrogenase 1 (IDH1): qHTS; IDH1-R132H enzyme, NADPH consumption, diaphorase/resazurin fluorescence; Potency, µM (top dose mostly 76.6 µM), for inactives: top-dose activity change, negative = inhibition, actives largely listed as inhibitors; actives 0.093% (n = 390,000); also: potency is read from the fitted curve at half-maximal effect; % is scaled to controls: 0 for no effect and ±100 for the full control effect; nearly all actives have a fitted effect of over 65% in size
Target sequence (O75874 whole entry R132H, stated change not applied): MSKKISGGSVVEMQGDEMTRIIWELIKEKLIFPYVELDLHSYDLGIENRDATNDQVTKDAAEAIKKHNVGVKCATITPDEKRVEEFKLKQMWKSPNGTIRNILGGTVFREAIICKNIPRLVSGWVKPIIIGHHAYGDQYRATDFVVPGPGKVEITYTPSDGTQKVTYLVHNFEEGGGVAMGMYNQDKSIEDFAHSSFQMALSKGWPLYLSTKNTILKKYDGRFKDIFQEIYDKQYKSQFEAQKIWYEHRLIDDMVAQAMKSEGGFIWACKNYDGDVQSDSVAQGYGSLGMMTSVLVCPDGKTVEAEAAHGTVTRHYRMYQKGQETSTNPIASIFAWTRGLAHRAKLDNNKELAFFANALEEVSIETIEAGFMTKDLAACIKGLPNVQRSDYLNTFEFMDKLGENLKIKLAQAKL
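IDH1-R132H (0.5 ug/mL dispensed) in pH 7.5 Tris buffer was preincubated 30 min with compound, then given a substrate mix of 0.016 mM NADPH and 2 mM alpha-KG for 80 min at room temperature; remaining NADPH was read by diaphorase/resazurin fluorescence.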
USP1 inh: Inhibitors of USP1/UAF1: Primary Screen | AID 743255, 2014 | recombinant USP1/UAF1, Ub-Rhodamine cleavage fluorescence | Ubiquitin carboxyl-terminal hydrolase 1 (Homo sapiens), O94782 | Potency, µM (doses to about 57.1 µM), for the others: at the top dose activity change, negative = inhibition, most hits filed as inhibitors | actives 0.23% (n = 390,000); also: potency is read from the fitted curve at half-maximal effect; % is scaled to controls: 0 for no effect and ±100 for the full control effect; nearly all actives have a fitted effect of over 60% in size; inactives centre near -12
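1 nM enzyme complex + cpd, 15 min RT; start with Ub-Rho 150nM final; kinetic fluorescence ex 480/em 540, 6 reads q60 s. Buffer 50mM HEPES pH 7.8, 0.5mM EDTA, 0.1 mg/ml BSA, 1mM TCEP, 0.01% Tween-20.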
Glioma ERSR ind: qHTS for Inducers of the Endoplasmic Reticulum Stress Response (ERSR) in Human Glioma: qHTS | actives 0.02% (n = 420,000) | AID 602332, 2012 | Potency, µM, for the others: top-dose activation, hits mostly activators | U87-MG GRP78 promoter luciferase reporter, 16 h; also: potency is read from the fitted curve at half-maximal effect; series mostly up to about 76 µM; % of control where 0% means no effect; nearly all actives have a fitted effect of over 35% in size
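Stably transfected U87-MG human glioma cells carrying a GRP78-based luminescent sensor were seeded at 1000 cells/well, pin-dosed with compounds and incubated 16 h. Luciferase reagent was then added, and end-point luminescence was read after 10 min at room temperature.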
Vif-A3F inh: qHTS for Inhibitors of Vif-A3F Interactions: qHTS. HeLa A3F-eYFP + Vif (tagged APOBEC3F with the HIV-1 protein that degrades it), YFP fluorescence increase. Potency, µM (titrated, usually from 46.1 µM), for the others: at the top dose activity, negative = active. actives 0.2% (n = 390,000). AID 602313, 2012; also: potency is read from the fitted curve at half-maximal effect; % of control where 0% means no effect; nearly all actives have a fitted effect of over 65% in size
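HeLa cells stably expressing A3F-eYFP plus Vif, plated and incubated overnight at 37 deg C, then exposed to compounds overnight at 37 deg C. Blocked degradation read as raised yellow fluorescence (Ex 488/Em 500-530).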
TrxR1 substrate: qHTS Assay for Substrates of Mammalian Selenoprotein Thioredoxin Reductase 1 (TrxR1): qHTS. Thioredoxin reductase 1, cytoplasmic (Rattus norvegicus), O89049. purified TrxR1 substrate turnover, NADPH consumption readout. Potency, µM (highest dose often 114 µM), for inactives: top-dose activity change, negative = substrate turnover. actives 0.01% (n = 390,000). AID 588456, 2011; also: potency is read from the fitted curve at half-maximal effect; % is scaled to controls: 0 for no effect and ±100 for the full control effect; nearly all actives have a fitted effect of over 50% in size
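Rat TrxR1, dispensed at 90 nM, was prereduced with 400 uM NADPH (final) for 5 min at ~22 deg C, then incubated with compound 15 min before 400 uM selenite. A first-read NADPH fluorescence drop versus no-compound background flagged substrates.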
rTrxR1 inhibitor: qHTS Assay for Inhibitors of Mammalian Selenoprotein Thioredoxin Reductase 1 (TrxR1): qHTS; actives 1% (n = 390,000); Potency, µM (highest dose often 114 µM), for the others: at the top dose activity change, negative = inhibition, actives largely listed as inhibitors; recombinant rTrxR1, NADPH fluorescence consumption, selenite substrate; also: potency is read from the fitted curve at half-maximal effect; % is scaled to controls: 0 for no effect and ±100 for the full control effect; nearly all actives have a fitted effect of over 65% in size
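Rat TrxR1 (90 nM in the dispensed reagent) was pre-reduced with 400 uM NADPH for 5 min at room temperature, then incubated with compound for 15 min. After 400 uM selenite was added, NADPH fluorescence (Ex 340/Em 450 nm) was followed for 8 min.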
An asterisk follows results filed as active; ? = inconclusive; . = no result given; & = joins results of further samples; [ ] = another dose, or the depositor's remark. Unless noted, calls follow the shape of the dose curve; as a rule, active = well fitted curve in the direction sought with a large enough effect; inconclusive = small, poorly fitted or top-dose-only effect, or another doubt; inactive = no such curve, though single readings can be large; an effect the other way counts as inactive or inconclusive. An excerpt. The share of hits here may be higher or lower than overall.

SMILES	LDHA inh	RGS4 inhibitor	Vif-APOBEC3G blk	IDH1 R132H inh	USP1 inh	Glioma ERSR ind	Vif-A3F inh	TrxR1 substrate	rTrxR1 inhibitor
Cc1ccc(NC(=O)c2c(NC(=O)c3ccco3)sc3c2CCC(C(C)(C)C)C3)c(C)c1 (stereo not given)	-13	-6%	3%	9%	-18%	-2%	3%	1%	-8%
CN(C(=O)c1ccc(=O)[nH]c1)C1(C(=O)NC2CCCCC2)CCCCC1	-2	-27%	0%	3%	-19%	-2%	4%	-2%	-1%
CCOC(=O)C1CCCN(C(=O)c2ccccc2NC(=O)c2nsc3ccccc23)C1 (stereo not given)	3	-15%	1%	22%	2%	0%	-13%	4%[57.1 µM]	14%[57.1 µM]
O=C(COC(=O)c1n[nH]c2ccccc12)NC(=O)NC12CC3CC(CC(C3)C1)C2	-1	9%	-9%	-2%	-12%	-1%	-3%	8%	23%
O=C(c1ccc(F)cc1)N1CCN(Cc2ccccc2Br)CC1	?	5%	3%	3%	-2%	1%	-1%	2%	0%
CC(C)CC1=NN(C(=O)c2ccncc2)C(O)(C(F)(F)F)C1 (stereo not given)	1&-5	?	-1%	3%	-17%	-3%	1%	9%[57.1 µM]	-8%[57.1 µM]
CCOC(=O)Cn1cc(C(=O)c2cccs2)c2ccccc21	2	-7%	-7%	-6%	-11%	-1%	-3%	-6%[57.1 µM]	1%[57.1 µM]
O=C(Oc1ccc([N+](=O)[O-])cc1)c1cncc(Br)c1	-10	13%	1%	-3%	-9%	-1%	-20%	4%	18µM*
N#Cc1c(N)n(-c2ccc(C(=O)O)cc2)c2nc3ccccc3nc12	0	-15%	-14%	-3%	-31%	-6%	?	779%[activator]	35%[activator]
CN(C)c1cc(-c2ccc(F)cc2)oc(=O)c1Cl	-3	-5%	-1%	8%	-13%	-1%	6%	-7%	0%
Cc1cc(C)c(C#N)c(SCSCc2ccccc2)n1	-8	-2%	-4%	-1%	-12%	-3%	0%	8%	25%
Cc1sc2ncnc(Sc3ccccc3C(=O)O)c2c1C	-5	5%	-2%	-4%	-13%	-1%	0%	3%	12%[57.1 µM]
CCNS(=O)(=O)c1ccc(CCC(=O)NCCc2ccc(OC)cc2)cc1	-5	-12%	-1%	1%	-21%	-3%	-12%	5%	18%
CCCCCCCNC(=O)C1(CC2CC(c3ccc(Cl)cc3)=NO2)CCN(C(=O)c2ccccc2)CC1 (stereo not given)	-4	2%	2%	-12%	?	5%	0%	-2%	21%
CC(C)(C)N(CC(=O)NC1CCCCC1)C(=O)CS(=O)CC(=O)Nc1ccc(F)cc1 (stereo not given)	-2	-8%	3%	0%	-16%	-3%	1%	4%[57.1 µM]	11%[57.1 µM]
O=C(Cc1nnc(NC(=O)Nc2ccc(Cl)cc2)s1)NCc1ccccc1	-6	14%	-4%	1%	-4%	-2%	4%	0%	12%
COc1ccc(/C=N/NC(=O)c2cccnc2)cc1COc1ccc([N+](=O)[O-])c(C)c1	-9	-20%	?	3%	-17%	-3%	-6%	-6%[57.1 µM]	-69%
CCCCC(=O)c1ccc(O)cc1	0	-11%	-2%	-6%	-9%	5%	-5%	4%	5%
Cc1cc2cc3c(cc2nc1SCc1ccc(C(=O)O)cc1)OCCO3	9	-14%	-1%	-5%	-16%	-4%	2%	-11%	-27%
CC1(C)NC(=O)N(CC(O)CN2C(=O)NC(C)(C)C2=O)C1=O	5	-1%	4%	7%	-24%	-4%	-6%	-7%	-11%
CCS(=O)(=O)N1CCc2cc(C(=O)N3CCN(c4ccc(OC)cc4)CC3)ccc21	1	3%	1%	0%	0%	2%	-5%	-9%	7%
Cc1ccc(NC(=O)c2cc(NC(=O)CCCC(=O)O)ccc2Cl)cc1Cl	-14	7%[11.4 µM]	1%	-2%	-2%	2%	-6%	-8%	-3%[57.1 µM]
Cc1ccc(-n2ncc3c(NCc4ccco4)ncnc32)c(C)c1	-3	-2%	3%	11%	-23%	-2%	-1%	2%	?
COc1ccccc1N1CCN(CCN2C(=O)CC3(CCCC3)CC2=O)CC1	-2&-2	29%[56.9 µM]	1%	5%	?	-3%&-3%&-2%&-1%	-4%	2%[57.1 µM]	0%[57.1 µM]
Cc1cc(C)n(-c2ccc(C(=O)N3CCc4ccccc43)cc2)n1	-5	10%	-14%	1%	-9%	1%	.	-9%	-2%

(next part)
SMILES	LDHA inh	RGS4 inhibitor	Vif-APOBEC3G blk	IDH1 R132H inh	USP1 inh	Glioma ERSR ind	Vif-A3F inh	TrxR1 substrate	rTrxR1 inhibitor
Cc1nnc(SCc2ccc(Cl)c(Cl)c2)s1	-9	-13%	-1%	1%	-14%	8%	-6%	-5%	0%
O=C1/C(=C/c2cccs2)CCC1C1CCCC1 (stereo not given)	-3	-12%	2%	0%	-18%	6%	0%	1%	16%
COc1nonc1NCn1nc(C)cc1C	0	29%	1%	10%	-12%	-4%	-1%	3%	16%
Cc1ccc(C(=O)OCC(=O)Nc2ccc3[nH]c(=O)[nH]c3c2)cc1S(=O)(=O)N1CCOCC1	-8	15%	7%	15%	-18%	-4%	2%	0%	1%
COc1ccccc1N/C(N)=N/c1nc(C)cc(C)n1	3	-9%	0%	0%	-23%	-9%	2%	7%	31%
COCCCn1c(=O)c2sccc2n(Cc2ccccc2)c1=O	3	-22%	-7%	8%	-28%	-3%	2%	5%[57.1 µM]	27%[57.1 µM]
CC(C)n1nnnc1SCC(=O)NCCc1ccccc1	-11	47%	2%	-2%	-1%	3%	-10%	0%	14%
COc1ccc(-c2nc(C#N)c(N3CCCCCC3)o2)cc1	-1	-7%	1%	8%	-20%	8%	2%	187%[activator]	29%
COc1ccc(C)cc1NC(=O)C1CCN(S(=O)(=O)c2ccc3[nH]c4c(c3c2)CCCCC4)CC1	-5	-2%	-4%	7%	-8%	-3%	-7%	5%[57.1 µM]	22%[57.1 µM]
Cc1ccc(NCCCn2ccc(NC(=O)OCc3ccccc3)nc2=O)cc1C	6	-10%	0%	-4%	-15%	-4%	5%	1%	9%
COc1ccc(-c2oc3ncn4nc(COc5ccc(Cl)cc5)nc4c3c2-c2ccc(OC)cc2)cc1	-3	0%	1%	-1%	-16%	-1%	2%	10%	5%
CC(=O)Nc1ccccc1-c1nn[nH]n1	-5	-11%	0%	1%	-17%	-3%	-4%	8%[57.1 µM]	22%[57.1 µM]
O=C(COc1ccccc1)Nc1ncccn1	-4	11%	3%	2%	4%	0%	9%	6%[57.1 µM]	13%
CCOC(=O)N1CCN(C(=O)c2ccccc2N(Cc2ccccc2)S(=O)(=O)c2ccccc2)CC1	0	0%	0%	2%	?	-4%	9%	-6%	-4%
N#Cc1ccc(CSc2nnc(-c3ccccn3)n2-c2ccc(Cl)cc2)cc1	0	20%[11.4 µM]	-5%	2%	-7%	9%	7%	-8%	2%[57.1 µM]

Reformatted bar-delimited: 7 of the compounds above
Structure | LDHA inh | RGS4 inhibitor | Vif-APOBEC3G blk | IDH1 R132H inh | USP1 inh | Glioma ERSR ind | Vif-A3F inh | TrxR1 substrate | rTrxR1 inhibitor
Cc1nnc(SCc2ccc(Cl)c(Cl)c2)s1 | -9 | -13% | -1% | 1% | -14% | 8% | -6% | -5% | 0%
O=C1/C(=C/c2cccs2)CCC1C1CCCC1 (stereo not given) | -3 | -12% | 2% | 0% | -18% | 6% | 0% | 1% | 16%
COc1nonc1NCn1nc(C)cc1C | 0 | 29% | 1% | 10% | -12% | -4% | -1% | 3% | 16%
Cc1ccc(C(=O)OCC(=O)Nc2ccc3[nH]c(=O)[nH]c3c2)cc1S(=O)(=O)N1CCOCC1 | -8 | 15% | 7% | 15% | -18% | -4% | 2% | 0% | 1%
COc1ccccc1N/C(N)=N/c1nc(C)cc(C)n1 | 3 | -9% | 0% | 0% | -23% | -9% | 2% | 7% | 31%
COCCCn1c(=O)c2sccc2n(Cc2ccccc2)c1=O | 3 | -22% | -7% | 8% | -28% | -3% | 2% | 5%[57.1 µM] | 27%[57.1 µM]
CC(C)n1nnnc1SCC(=O)NCCc1ccccc1 | -11 | 47% | 2% | -2% | -1% | 3% | -10% | 0% | 14%
